# High-throughput results as filed in PubChem BioAssay.
# All columns: NCI-60 one-dose screen, growth in % after 48 h at 10 µM unless noted; 100 = growth as untreated, 0 = no growth, -100 = all killed.
# SW-620: SW-620 colon cancer. 5.2% of 82,000 active
# COLO 205: COLO 205 colon cancer. AID 1794742. 7.3% of 79,000 active
# HCT-15: HCT-15 colon cancer. 5.2% of 82,000 active
# HCT-116: HCT-116 colon cancer; 7.3% of 82,000 active
# HCC-2998: HCC-2998 colon cancer; 4.7% of 79,000 active
# NCI-H322M: NCI-H322M lung cancer. 2.7% of 80,000 active
# HT29: HT29 colon cancer; 7.4% of 81,000 active; AID 1794748
# SNB-75: SNB-75 CNS cancer; 5% of 79,000 active; AID 1794750
# KM12: KM12 colon cancer cells; 5% of 82,000 active; AID 1794800
# * marks the source's active call; other numbers are inactive results; x = no result given; & = joins results of further samples. How the source made its calls: active means growth percent below 10; inactive means the rest.
1. C=CCn1c(SCC(=O)Nc2ccc(C(=O)/C=C/c3ccc(Cl)cc3)cc2)nnc1-c1ccc(OC)cc1
2. CC(=O)N1c2ccccc2CC1c1c[nH]c2ccccc12 (configuration not stated)
3. CCCNC(=O)c1sc2ncnc(Nc3ccc(NC(=O)Nc4cccc(OC)c4)cc3)c2c1C
4. Cc1cc(C)cc(C(=O)c2cc(Cl)ccc2OCCn2c(=O)ccn(CCOc3ccc(Cl)cc3)c2=O)c1
5. O=c1[nH]c(O)c(/C=C2\C=c3ccccc3=N\C2=N\c2nccs2)s1
6. Nc1nc(N)c(N=Nc2c(Br)cc(S(N)(=O)=O)cc2Br)c(=O)[nH]1

Assay by compound	1	2	3	4	5	6
SW-620	93	97	110	76	91	104
COLO 205	106	99	109	69	106	114
HCT-15	93	95	97	53	88	100
HCT-116	50	83	83	43	100	109
HCC-2998	103	101	101	63	97	100
NCI-H322M	91	100	x	82	97	87
HT29	82	89	88	61	99	104
SNB-75	71	79	88	43	75	93
KM12	81	98	96	70	101	114

7. CC(=O)c1c(C)[nH]c2c1c(-c1ccccn1)nc1ccccc12
8. Cc1ccc(C#CC(C)(O)C(C)(C)C)cn1 (configuration not stated)
9. C[C@@H](C[C@H](CCOCc1ccccn1)c1ccccc1)c1ccc2ccccc2c1
10. CC(=O)Nc1ccc(/C=C(\C#N)c2ccc(C)cc2)cc1
11. Cc1nc(-c2ccc(Cl)cc2)ccc1NC(=O)Nc1cccc(C(F)(F)F)c1
12. Cc1ccc(COC(=O)c2cccnc2)cc1

Assay by compound	7	8	9	10	11	12
SW-620	104	108	98	103	90	103
COLO 205	113	124	105	104	121	113
HCT-15	97	104	96	89	82	100
HCT-116	89	113	79	118	74	105
HCC-2998	114	106	103	x	107	118
NCI-H322M	95	111	120	127	109	104
HT29	93	111	80	108	76	119
SNB-75	82	92	110	101	93	77
KM12	103	110	96	99	101	108

# Whole records from above. Order of values: SW-620 | COLO 205 | HCT-15 | HCT-116 | HCC-2998 | NCI-H322M | HT29 | SNB-75 | KM12
# `Cc1nc(-c2ccc(Cl)cc2)ccc1NC(=O)Nc1cccc(C(F)(F)F)c1` is listed with 90 | 121 | 82 | 74 | 107 | 109 | 76 | 93 | 101
# `C[C@@H](C[C@H](CCOCc1ccccn1)c1ccccc1)c1ccc2ccccc2c1` is listed with 98 | 105 | 96 | 79 | 103 | 120 | 80 | 110 | 96
# `Cc1ccc(COC(=O)c2cccnc2)cc1` is listed with 103 | 113 | 100 | 105 | 118 | 104 | 119 | 77 | 108
# `Cc1ccc(C#CC(C)(O)C(C)(C)C)cn1` (configuration not stated) is listed with 108 | 124 | 104 | 113 | 106 | 111 | 111 | 92 | 110

# More records.
13. COc1cccc(OC)c1-c1nnn(C)c1C(=S)N1CCN(c2ccc([N+](=O)[O-])cc2Cl)CC1
14. COCC(=O)c1ccccc1
15. Cc1cc(C)cc(NCCC#N)c1
16. N#Cc1c(-c2ccc(Cl)cc2)c(C(N)=O)c(N)n(Cc2nc3ccccc3[nH]2)c1=O
17. C=CCn1c(SC)nccc1=O
18. N#Cc1c(-c2ccccc2)nc(SCC2CO2)nc1N1CCOCC1 (configuration not stated)

Assay by compound	13	14	15	16	17	18
SW-620	101	110	102	92	102	84
COLO 205	107	102	131	91	103	x
HCT-15	90	106	106	93	98	74
HCT-116	88	96	106	84	96	95
HCC-2998	97	99	109	97	102	101
NCI-H322M	83	107	118	108	111	66
HT29	104	99	105	102	92	74
SNB-75	92	97	95	83	88	34
KM12	108	103	107	91	112	87

19. N#CC1=C(N)Oc2c(c(=O)[nH]c3ccc(Br)cc23)C12c1cc(Br)ccc1-c1ccc(Br)cc12
20. CCN1CCN(Cc2ccc(NC(=O)c3cccc(-n4cc(-c5ccc(NC(C)=O)nc5)nn4)c3)cc2C(F)(F)F)CC1
21. CCOC(=O)c1sc(-c2ccc(OS(=O)(=O)c3ccccc3[N+](=O)[O-])c(C=O)c2)nc1C
22. CS(=O)(=O)c1cccc(Cc2nnc(Cc3cc4ccc(F)cc4[nH]3)n2CCCc2cnc[nH]2)c1
23. Cc1ccc(NC(=O)CN2CCOCC2)cc1Cl
24. COc1ccc(C2=NN(C(=O)c3cc(-c4ccccc4)nc4ccccc34)C(c3cc(-c4ccccc4)nn3-c3ccccc3)C2)cc1OC (configuration not stated)

Assay by compound	19	20	21	22	23	24
SW-620	66	109	37	110	98	99
COLO 205	63	57	117	132	102	73
HCT-15	71	84	6.3*	108	102	75
HCT-116	86	86	14	105	80	74
HCC-2998	71	115	111	117	97	89
NCI-H322M	86	125	58	115	93	81
HT29	52	62	110	113	81	80
SNB-75	65	104	73	104	97	83
KM12	51	23	96	102	103	85

25. COc1ccc(-c2oncc2-c2cc3c(c(OC)c2)OCC(=O)N3)cc1
26. CCCOc1ccc(C#N)cc1
27. CC(C)Cn1cnc2c(=O)[nH]c(=O)[nH]c21
28. CCN(C(=O)N1CCN(c2cc3c(cc2F)c(=O)c(C(=O)O)cn3C2CC2)CC1)c1nc(-c2ccc(C)cc2)cs1
29. O=C1CCC(=O)N1c1ccccc1
30. CCOC(=O)CSc1ncnc2c1c(-c1ccccc1)c(-c1ccccc1)n2-c1cccc(Cl)c1

Assay by compound	25	26	27	28	29	30
SW-620	101	109	103	18	96	91
COLO 205	105	116	111	-21*	112	88
HCT-15	97	98	109	8.1*	96	102
HCT-116	102	112	96	12	95	96
HCC-2998	102	110	111	21	96	93
NCI-H322M	105	110	98	10	110	87
HT29	110	98	100	3.5*	93	89
SNB-75	79	66	87	30	x	79
KM12	91	102	101	11	107	94

31. O=[N+]([O-])c1c(NCc2ccco2)ncnc1NCc1ccco1
32. COc1cc(C(C2=C(O)c3ccccc3C(=O)C2=O)C2=C(O)c3ccccc3C(=O)C2=O)cc(OC)c1OC
33. COc1nc2c(c(=O)[nH]1)C(c1ccc(F)cc1)C=C(C(=O)O)N2 (configuration not stated)
34. COc1ccc(-c2cc(-c3cccnc3)nc3sc4c(=O)[nH]c(-c5ccc(Cl)cc5)nc4c23)cc1OC
35. COc1cc2nc(Sc3nnc(N)s3)n(-c3ccc(Oc4ccccc4)cc3)c(=O)c2cc1OC
36. O=C(/C=C/c1ccc(Cl)cc1)c1ccc(NC(=O)c2cc3cc4ccccc4nc3s2)cc1

Assay by compound	31	32	33	34	35	36
SW-620	103	103	101	92	128	100
COLO 205	114	106	114	91	103	104
HCT-15	103	99	100	97	79	102
HCT-116	104	97	98	81	89	93
HCC-2998	101	103	116	105	116	100
NCI-H322M	105	97	126	104	121	88
HT29	106	106	112	96	82	96
SNB-75	98	104	88	87	x	x
KM12	110	97	104	99	79	90

37. C[C@@]1(O)[C@H](c2ccccc2Br)OC(=O)N1CCc1ccc2c(c1)OCO2
38. CCCCOP(=O)(OCCCC)C(CC(=O)N(CCCC)CCCC)C(=O)N(CCCC)CCCC (configuration not stated)
39. CS(=O)(=O)c1cccc(-c2c(-c3cccc(OCC(=O)c4ccccc4)c3)nc3sccn23)c1
40. NC(=Nc1ccccc1)SCCCSC(N)=Nc1ccccc1
41. COc1cc2oc(-c3cccc(NC(=O)c4cc(N)ccc4Br)c3)cc(=O)c2c(OC)c1OC
42. CCCCN1C(=O)C2C3C=CC(C3)C2C1=O (configuration not stated)

Assay by compound	37	38	39	40	41	42
SW-620	109	81	96	95	105	110
COLO 205	120	89	113	79	109	112
HCT-15	109	68	93	82	75	102
HCT-116	102	31	78	91	94	103
HCC-2998	106	75	102	99	102	x
NCI-H322M	100	75	93	82	96	107
HT29	99	49	107	94	106	99
SNB-75	102	64	89	78	x	89
KM12	102	84	103	95	95	111

43. COc1ccc2c3c(c(OCCCN(C)C)nc2c1)-c1ccc(Cl)cc1C3=O
44. O=S(=O)(Nc1ccc2c3c(cccc13)CC2)c1ccccc1
45. Nc1ccn(C2C=CC(CO)O2)c(=O)n1 (configuration not stated)
46. CCOC(=O)c1c[nH]cc1C
47. O=C(CNC(=O)c1ccc(Cl)cc1)NO
48. Cc1c(O)c(=O)ccn1-c1ccc(C=O)cc1

Assay by compound	43	44	45	46	47	48
SW-620	-79*	90	108	88	109&106	97
COLO 205	-45*	98	110	112	134&97	107
HCT-15	-89*	107	104	101	103&101	105
HCT-116	-91*	87	102	102	114&111	100
HCC-2998	-95*	103	108	101	100&99	100
NCI-H322M	3.9*	78	106	115	106&138	109
HT29	-81*	97	108	89	114&103	106
SNB-75	53	81	x	96	101&118	85
KM12	-32*	76	110	107	113&108	100

49. O=C(/C=C/c1cccc2ccccc12)OCc1ccc2cc1OCC#C/C=C\C#CCO2
50. Nc1nc(-c2cccc(Cl)c2)cc(-c2cc3cc(Br)ccc3oc2=O)n1
51. O=C1NC2(CCCCC2)OC12CCCCC2
52. CCOC(=O)[C@@H]1CSC(CC)=C(C(=O)O)N1
53. CNC(=O)c1cc(Oc2ccc3nc(Nc4ccc(F)c(F)c4)ccc3c2)ccn1
54. Cc1nc2sc(C(=O)Nc3cccc4ccccc34)c(N)c2cc1C(=O)/C=C/c1ccccc1

Assay by compound	49	50	51	52	53	54
SW-620	101	86	107	105	107	-8.3*
COLO 205	109	94	105	100	76	-15*
HCT-15	106	92	101	104	54	-63*
HCT-116	100	73	114	94	66	-53*
HCC-2998	105	87	107	111	77	-85*
NCI-H322M	108	x	120	93	90	24
HT29	111	96	102	111	64	-48*
SNB-75	71	60	98	115	84	8.3*
KM12	100	93	110	114	64	-44*

55. O=S(=O)(NCCNc1nccc(-c2c(-c3ccc(F)c(O)c3)nc3sccn23)n1)c1ccc(O)cc1
56. CC1CN=C(c2ccc(NC(=O)Nc3ccc(C4=NCCN4)cc3)cc2)N1 (configuration not stated)
57. Nc1cc(S(=O)(=O)O)c(O)c2c1C(=O)c1c(O)c(S(=O)(=O)O)cc(N)c1C2=O
58. CCOc1ccc(NC(=O)CC2Sc3ccccc3NC2=O)cc1 (configuration not stated)
59. COc1cccc2cc(-c3cc4ccccc4[nH]3)/c(=N/C(=O)Nc3ccc(C)cc3)oc12
60. COc1cccc(C(=O)N(c2ccc(F)cc2)C(C(=O)NC(C)(C)C)c2cc3c(C)cc(C)cc3nc2Cl)c1 (configuration not stated)

Assay by compound	55	56	57	58	59	60
SW-620	67	98	108	101	94	72
COLO 205	35	100	110	103	101	59
HCT-15	33	72	105	101	101	49
HCT-116	30	62	115	94	90	29
HCC-2998	76	101	95	115	95	78
NCI-H322M	71	92	99	101	95	77
HT29	17	98	103	98	99	55
SNB-75	59	69	94	76	65	55
KM12	14	89	107	95	85	47

61. COC(=O)c1cc(Cl)c(C(=O)OC)cc1Cl
62. Cc1c(CN)cc(-c2ccc(Cl)cc2)n1-c1ccccc1
63. CSCCC1NC(=O)C(C(C)=Nc2ccccc2)=C1O (configuration not stated)
64. CC(O)COc1ccc(-c2ccccc2)cc1 (configuration not stated)
65. CN(c1oc(-c2ccc(Cl)cc2)nc1C#N)S(=O)(=O)c1ccccc1
66. CN(C)c1nc(NCCNS(=O)(=O)c2ccc(C(=O)/C=C/c3ccccc3)cc2)nc(Nc2ccc(F)cc2)n1

Assay by compound	61	62	63	64	65	66
SW-620	103	89	104	103	102	-4.4*
COLO 205	100	110	105	110	116	54
HCT-15	112	81	117	96	100	-67*
HCT-116	97	67	107	98	102	-53*
HCC-2998	104	107	113	x	107	-76*
NCI-H322M	98	88	102	112	97	44
HT29	97	103	108	116	110	-60*
SNB-75	95	78	89	102	90	87
KM12	108	100	79	105	98	-78*

# Results in HCC-2998 and HCT-116, for two of the compounds above:
nr	smiles	HCC-2998	HCT-116
14	COCC(=O)c1ccccc1	99	96
56	CC1CN=C(c2ccc(NC(=O)Nc3ccc(C4=NCCN4)cc3)cc2)N1 (configuration not stated)	101	62

# Following part.
67. O=C(Nc1ccc(F)cc1)C1CCN(S(=O)(=O)c2ccc(Cl)cc2)CC1
68. COc1ccc(Cl)cc1NC(=O)c1cc(C)oc1C
69. O=S(=O)(Nc1ccc(Br)cc1)c1ccc(-c2cnc(C3CC3)o2)cc1
70. CC(=O)Oc1ccccc1O

Assay by compound	67	68	69	70
SW-620	98	94	11	100
COLO 205	111	119	24	105
HCT-15	97	99	21	88
HCT-116	75	102	19	101
HCC-2998	45	101	56	x
NCI-H322M	71	102	62	84
HT29	93	100	14	97
SNB-75	76	61	-6.5*	75
KM12	97	101	25	87

# 4 entries picked at random from those above, as already listed:
69. O=S(=O)(Nc1ccc(Br)cc1)c1ccc(-c2cnc(C3CC3)o2)cc1
70. CC(=O)Oc1ccccc1O
67. O=C(Nc1ccc(F)cc1)C1CCN(S(=O)(=O)c2ccc(Cl)cc2)CC1
68. COc1ccc(Cl)cc1NC(=O)c1cc(C)oc1C

Assay by compound	69	70	67	68
SW-620	11	100	98	94
COLO 205	24	105	111	119
HCT-15	21	88	97	99
HCT-116	19	101	75	102
HCC-2998	56	x	45	101
NCI-H322M	62	84	71	102
HT29	14	97	93	100
SNB-75	-6.5*	75	76	61
KM12	25	87	97	101

# Exported tab-delimited: entries from further up
item	structure	SW-620	COLO 205	HCT-15	HCT-116	HCC-2998	NCI-H322M	HT29	SNB-75	KM12
67	O=C(Nc1ccc(F)cc1)C1CCN(S(=O)(=O)c2ccc(Cl)cc2)CC1	98	111	97	75	45	71	93	76	97
68	COc1ccc(Cl)cc1NC(=O)c1cc(C)oc1C	94	119	99	102	101	102	100	61	101
